Screens (PubChem)
HCMV antiviral – inhibitors of human cytomegalovirus; HFF cells, HCMV-luciferase reporter, 72 h; hits give low values; activity change, negative = inhibition, % at 57.5 µM; hit rate 4.5% among 410,000; in the data active means activity change below about -60%; inconclusive means no clear call, values can overlap the other calls; inactive means above about -39%
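Human foreskin fibroblasts infected with luciferase-reporter HCMV at MOI 1 PFU/cell, compounds at two doses. Luciferase measured 72 h post infection; normalized to buffer-only basal and Salinomycin (10uM) controls.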
Giardia FBPA inh – inhibitors of Giardia lamblia fructose-1,6-bisphosphate aldolase. A8B2U2. Potency, µM (doses to about 59.6 µM), without a hit: at the top dose activity, negative = inhibition, usual class: inhibitors. hit rate 0.71% among 290,000. purified Giardia FBPA; further: potency means the concentration at half of the fitted maximal effect; nearly all actives have a fitted effect of over 55% in size
Target sequence (A8B2U2 whole entry, looked up): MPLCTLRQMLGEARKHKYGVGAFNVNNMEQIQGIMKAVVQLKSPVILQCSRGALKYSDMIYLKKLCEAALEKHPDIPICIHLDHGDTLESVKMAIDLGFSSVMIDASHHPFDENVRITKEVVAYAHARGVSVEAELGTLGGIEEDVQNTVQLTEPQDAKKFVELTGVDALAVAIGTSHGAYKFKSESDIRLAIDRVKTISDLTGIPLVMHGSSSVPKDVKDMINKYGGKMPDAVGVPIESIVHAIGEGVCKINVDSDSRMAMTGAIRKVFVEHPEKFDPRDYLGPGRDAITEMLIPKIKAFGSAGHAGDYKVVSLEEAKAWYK
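Giardia FBPA (40 nM reagent) was preincubated 10 min at RT with compound (up to 57.5 uM final), then substrate plus GAPDH/TPI/NAD/arsenate coupling system with diaphorase/resazurin was added; resorufin fluorescence (525/598 nm) was read after 20 min.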
HCV inhibitor – blocks hepatitis C virus; Potency, µM (highest dose often 41.8 µM), without a hit: at the highest dose activity change, negative = inhibition, hits mostly inhibitors; Huh7.5.1 HCVcc-Cre infection, luciferase reporter, 44 h; hit rate 3.4% among 340,000; further: potency means the concentration at half of the fitted maximal effect
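Luciferase read-out (15 sec integration) after a 15 min room-temperature substrate step quantifies HCVcc-Cre infection. Cells, 1,000 per well, had compound added 4 h post-plating, then virus at ~0.5 moi, and were cultured 44 h.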
AmpC detergent – AmpC beta-lactamase inhibition with detergent present. P00811. AmpC hydrolysis of nitrocefin, absorbance 480 nm, 0.01% Triton. Potency, µM (highest dose often 114 µM), inactives show top-dose activity change, negative = inhibition, usual class: inhibitors. hit rate 0.041% among 370,000. AID 485294;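 further: potency means the concentration at half of the fitted maximal effect; 0% = no-compound wells and -100% = no-enzyme wells; nearly all actives have a fitted effect of over 25% in size; some results filed as inactive show a strong effect at the top dose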
Target sequence (P00811 whole entry, looked up): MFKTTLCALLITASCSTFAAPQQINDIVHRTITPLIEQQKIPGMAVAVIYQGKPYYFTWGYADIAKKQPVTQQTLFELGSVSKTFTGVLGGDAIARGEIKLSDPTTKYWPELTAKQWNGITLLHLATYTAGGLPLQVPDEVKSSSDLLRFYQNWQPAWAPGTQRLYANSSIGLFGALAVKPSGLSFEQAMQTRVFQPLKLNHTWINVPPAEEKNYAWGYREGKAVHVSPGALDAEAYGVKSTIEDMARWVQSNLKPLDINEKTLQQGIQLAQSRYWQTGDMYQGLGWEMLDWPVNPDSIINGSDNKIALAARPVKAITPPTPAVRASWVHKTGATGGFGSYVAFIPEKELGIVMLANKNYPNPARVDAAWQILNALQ
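20 mM phosphate pH 7.0 + 0.01% (detergent screen) or 0.0001% Triton X-100; 5.3 nM AmpC reagent; cpd preinc 15 min RT; nitrocefin (800 uM stock) to start; A480 q20 s × 4 min; Activity was normalised to no-enzyme and no-compound control wells.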
AMA1-RON2 inh – disrupts binding of P. falciparum AMA1 to RON2. AlphaScreen AMA1-biotinylated RON2 peptide binding. Potency, µM (top dose mostly 58.2 µM), for inactives: at the highest dose activity change, negative = inhibition, hits mostly inhibitors. hit rate 0.2% among 360,000. AID 720542;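 further: potency means the concentration at half of the fitted maximal effect; 0% = vehicle wells and -100% = peptide control; nearly all actives have a fitted effect of over 45% in size; some results filed as inactive show a strong effect at the top dose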
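AMA1 (3D7) with his tag at 25 nM final met compounds first, then biotinylated RON2 peptide at 25 nM; detection used donor plus acceptor beads, 10 µg/mL apiece, read by AlphaScreen after 30 min at room temperature.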
Sm TGR inh – S. mansoni TGR enzyme inhibition. purified TGR, DTNB reduction, TNB absorbance 405 nm. Potency, µM (top dose mostly 114 µM), inactives show at the top dose activity change, negative = inhibition, hits mostly inhibitors. hit rate 3% among 360,000. AID 485364; further: potency means the concentration at half of the fitted maximal effect; nearly all actives have a fitted effect of over 60% in size
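First, TGR (20 nM dispensed) and NADPH were mixed with compound. Second, a 15 min room-temperature incubation followed. Third, further NADPH and then DTNB were added to start the reaction. Finally, TNB absorbance was monitored kinetically.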
* marks the source's active call; other numbers are inactive results; u = inconclusive; x = no result given; & = joins results of further samples; [ ] = dose if it differs, or a comment. Unless noted, the call rests on the fitted dose curve; in most records, active means well fitted curve in the direction sought with a large enough effect; inconclusive means small, poorly fitted or top-dose-only effect, or another doubt; inactive means no such curve, though single readings can be large; an effect the other way counts as inactive or inconclusive. Unless noted, on the % scale 0 is the no-effect control and ±100 the full control effect.

SMILES	HCMV antiviral	Giardia FBPA inh	HCV inhibitor	AmpC detergent	AMA1-RON2 inh	Sm TGR inh
Cc1ccc(S(=O)(=O)NC(C)C(=O)Nc2ccc(C(N)=O)cc2)cc1 (configuration not stated)	2	3%	22%	u	-5%	1%
CSc1ccccc1NS(=O)(=O)c1ccccc1	69	u	3%	u	0%	4%
CCN(CCn1cccn1)C(=O)CCc1nnc(-c2ccccc2)o1	0	3%	-1%	0%	2%	-30%
O=C(NC1(C(F)(F)F)N=C(c2ccccc2)N(C2CCCCC2)C1=O)c1ccc(F)cc1 (configuration not stated)	-30	x	x	-1%	x	4%
CC1Cc2nc(SCC(=O)Nc3nccs3)n(Cc3ccccc3)c(=O)c2S1 (configuration not stated)	69	-8%	10%	-2%	-3%	2%
CCOc1ccc(S(=O)(=O)N2CCC(C(=O)NCc3ccco3)CC2)cc1	30	x	-12%	-1%	-1%	-25%
O=C1COc2ccc(C(=O)COC(=O)c3ccccc3F)cc2N1	-2	x	0%	x	-4%	x
CN(C)C(=O)CCc1ccc2c3c([nH]c2c1)[C@]1(CCc2ccccc2)[C@@H](C(=O)N2CCCCC2)C[C@H](CC(=O)NCCc2ccccn2)C(=O)N1CC3	-9	x	2%	x	49%[activator]	x
CC(=O)C1C2c3ccccc3O[C@@]1(C)N=c1s/c(=C/c3ccoc3)c(=O)n12 (some centres not stated)	-19	-2%	5%	6%	-16%	u
Cc1snc(S(=O)(=O)Cc2c(Cl)cccc2Cl)c1C#N	-31	4%	-3%	2%	-6%	8%
COC(=O)c1c(-c2ccc3ccccc3c2)csc1NC(=O)Cc1ccc(OC)c(OC)c1	-83*	-9%	u	3%	-29%	10%
CCCCOc1ccccc1C(=O)N(Cc1cccc(F)c1)C1CCS(=O)(=O)C1 (configuration not stated)	1	x	x	13%	x	12%
O=c1cccccc1NCc1ccccc1	-33	8.9µM*	-1%	0%	0%	35µM*
Cc1cc(S(=O)(=O)NCCc2ccccc2)c(C)s1	-98*	-8%	u	3%	16%	16%
Nn1c(=O)c2ccccc2n2c(SCc3ccc(C(F)(F)F)cc3)nnc12	13	-22%	-25%	1%	-16%	-14%
CCc1cccc(NC(=O)Cn2cccc2)c1	-32	5%	22%	-2%	-10%	-31%
Nc1nc(COC(=O)CCC(=O)c2ccc(Cl)cc2)nc(Nc2ccccc2)n1	43	x	11%	-2%	18%	-19%
COc1cc2c(cc1OC)C(COc1cc(C)cc(C)c1)N(C(C)=O)CC2 (configuration not stated)	7	-3%	-11%	6%	-1%	6%
Cc1ccc(CS(=O)(=O)Cc2ccc(C(=O)NC3CCCCCC3)o2)cc1	4	-5%	-11%	2%	-5%	u
O=[N+]([O-])c1cnc(N2CCCCC2)c([N+](=O)[O-])c1	-10	5%	12%	u	-5%	-17%
Nc1c(NCc2ccccc2)c2ccccc2oc1=O	-29	-10%	21%	u	12%	3%
CC(=O)c1cc(C#N)c(Oc2ccc(F)cc2)nc1C	-4	4%	2%	-4%	-6%	3%
Cc1cc(NS(=O)(=O)Cc2ccccc2)no1	26	0%	21%	-11%	-7%	-8%
CCOc1ccc(Sc2cc(C(=O)NCCc3ccc(OC)c(OC)c3)c3ccccc3n2)cc1	-27	x	x	7%	x	8%
Cc1cccc(-n2ncc(C#N)c2-n2cccc2)c1	-5	11%	-13%	-13%	28%	-27%
C#CCOCCOCCOCCNc1nc(N2CCN(C(=O)[C@H](C)n3cc(CCCN=C(N)N)nn3)CC2)nc(N2CCN(C(=O)[C@H](CCCCN)n3cc(CCCC)nn3)CC2)n1	x	21%	2%[8.37 µM]	u	x	-35%
COc1ccccc1C(=O)NCCC(=O)N1CC(C)OC(C)C1 (configuration not stated)	-8	x	14%	x	-14%	x
COc1cc(C(=O)NCCOc2cccc3cccnc23)cc(OC)c1OC	132	3%	7%	10%	4%	9%
O=C(/C=C/c1ccc(S(=O)(=O)NCc2ccco2)cc1)NCc1ccccc1Cl	-38	0%	u	0%	-4%[2.32 µM]	-9%
O=C(CSc1nccn1-c1cccc(Cl)c1)Nc1cccc2ccccc12	-63*	x	x	2%	x	2%
COc1cc(C)c(S(=O)(=O)N2CCN=C2c2ccccc2)cc1C	-13	0%	-15%	0%	11%	4%
CC(NC(=O)OCc1ccccc1)C(=O)OCN1C(=O)c2ccccc2C1=O (configuration not stated)	16	5%	-6%	0%	-6%	7%
CN(C)S(=O)(=O)c1cccc(NC(=O)C2CCN(S(=O)(=O)c3cccs3)CC2)c1	-11	x	u	x	17%	x
CCOC(=O)CN(C(=O)CSc1nnc(CNc2ccc(C)cc2C)o1)c1ccccc1	-7	-4%	-28%	u	-13%	0%
Cc1ccc(CNC(=O)CCCN2C(=O)COc3ccc(C)cc32)cc1	-8	x	x	3%	x	5%
CCOc1cc(/C=C2\SC(=Nc3ccc(F)cc3)N(c3ccc(F)cc3)C2=O)ccc1OCC(=O)O	x	u	x	3%	x	5%
COc1ccccc1CNc1cc(-c2ccccc2)nc2nncn12	-87*	x	x	2%	x	35µM*
COc1ccc(CNC(=O)c2cc(-c3ccc(OC)cc3)nc3n[nH]c(-c4cccc([N+](=O)[O-])c4)c23)cc1	-17	x	x	4%	x	11%
CCC1=Nc2cc(C(=O)NCc3ccccc3Cl)ccc2Sc2ccc(C)cc21	-14	x	x	7%	x	26%
CC(C)CCOc1ccc(C2N=C(N)Nc3nc4ccccc4n32)cc1 (configuration not stated)	-21	x	x	-5%	x	-7%
Cc1nc2ccc(NC(=O)c3cccc(S(=O)(=O)N4CCOCC4)c3)cc2s1	-29	x	u	x	2%	x
COc1ccc(NC(C)=O)cc1NC(=O)C1CCN(C(=O)Nc2ccccc2)CC1	-7	x	1%	-11%	20%	-17%
Cc1ccc2c(CN3CCN(C(=O)c4ccco4)CC3)cc(=O)oc2c1C	-24	-5%	-1%	2%	-13%	45µM*
Cc1ccc(Cc2nnc(SCC(=O)Nc3c(C)cccc3C)[nH]c2=O)cc1	-18	x	-19%	-15%	38%[activator]	4%
O=C1CSC(c2cccc(O)c2)N1Cc1ccccc1 (configuration not stated)	u	7%	u	-1%	0%	8%
CC(=O)Nc1ccc(S(=O)(=O)NC2=C(N3CCN(Cc4ccccc4)CC3)C(=O)c3ccccc3C2=O)cc1	24&-6	u	u	0%	u	-6%
COc1cccc(C(=O)Nc2ccccc2N2CCOCC2)c1	-5	4%	u	u	3%	-5%
O=C(Nc1ccc(Cl)cc1)C1CCC(CNS(=O)(=O)c2ccc(Br)s2)CC1 (configuration not stated)	15	x	x	11%	x	9%
CSc1ccc(-c2nnc(NC(=O)c3ccc4c(c3)OCCO4)o2)cc1	-17	x	x	0%	x	-1%
Cn1nnnc1SCCCNCc1ccc(-c2ccc(F)c(Cl)c2)o1	-10	x	x	21%	x	28%

(next part)
SMILES	HCMV antiviral	Giardia FBPA inh	HCV inhibitor	AmpC detergent	AMA1-RON2 inh	Sm TGR inh
CN(C)C(=O)CSc1nnc([C@H](Cc2ccccc2)NC(=O)OC(C)(C)C)o1	1	-2%	25%	-3%	16%	5%
Cc1cc(C)cc(Nc2sc(C(=O)c3ccccc3)c(N)c2S(=O)(=O)c2ccccc2)c1	20	x	x	6%	x	1%
CN(CCCC(=O)NCc1ccccc1)S(=O)(=O)c1ccc([N+](=O)[O-])cc1	16	14%	-9%	-11%	-5%	-8%
C/C(=N\NC(=O)C(C)Sc1ccccc1)C(C)(C)C (configuration not stated)	20	5%	13%	-11%	u	4%
Cc1cc(C(C)(C)C)n2nc(C)c(-c3ccccc3)c2n1	-14	-1%	9%	5%	24%	0%
Cc1ccnc(NC(=O)CCC(=O)N(CC(=O)NC2CCCCC2)Cc2ccc3c(c2)OCO3)c1	x	4%	1%	9%	x	0%
CCOc1ccc(N(CC(=O)N2CCCC2)S(=O)(=O)c2ccc(Cl)cc2)cc1	u	x	4%	-3%	0%	1%
O=C(Nc1ccccc1C(=O)O)c1cc(S(=O)(=O)Nc2ccccc2)ccc1Cl	24	1%	3%	-20%	-2%	-4%
CC(C)COc1ccc(/C(=N/O)c2ccccc2)cc1	35	-2%	-15%	-12%	-6%	-9%
COc1cc(/C=N/Nc2nc(N3CCCCC3)nc(N3CCCCC3)n2)ccc1OC(=O)c1ccco1	x	0%	x	-6%	x	5%
Cc1cccc(N2CCN(C(=O)c3ccccn3)CC2C)c1 (configuration not stated)	-10	5%	17%	-2%	-4%	4%
COc1ccc(-c2[nH]ncc2/C=C(\C#N)C(=O)NC2CC2)cc1	9	0%	-6%	-12%	5%	4%
CCc1nn2c(=O)cc(COc3ccc(/C=C4\C(=N)N5N=C(CC(C)C)SC5=NC4=O)cc3)nc2s1	x	5%	-17%	-2%	46%[activator]	5%
CC(C)(C)c1cc(N)n2nc(C(C)(C)C)cc2n1	89	0%	u	-8%	4%	x
CN(C)C(=O)c1ccc(-n2cnc3ccccc3c2=O)cc1	57	4%	10%	-3%	-5%	11%
CC(=O)c1ccc(NC(=O)Oc2ccccc2)cc1	x	2%	-7%	5%	7%	-5%
O=C(CC(c1ccc(F)cc1)c1ccco1)Nc1nccs1 (configuration not stated)	-29	-7%	-25%	7%	-7%	40µM*
Cc1ccc(/C=C/S(=O)(=O)NCc2ccc(F)cc2)cc1	-33	0%	2%	-8%	-2%	0%
Cc1ccc(S(=O)(=O)NNC(=O)c2cnn(-c3ccccc3)c2C(F)(F)F)cc1	6	4%	-14%	5%	-4%	5%
CCCc1ccc(-c2cc(C(=O)N/N=C/c3ccc([N+](=O)[O-])o3)c3ccccc3n2)cc1	u	-15%	10µM*	0%	52%[activator]	-11%

Continued, overlapping the part above by four compounds.
SMILES	HCMV antiviral	Giardia FBPA inh	HCV inhibitor	AmpC detergent	AMA1-RON2 inh	Sm TGR inh
O=C(CC(c1ccc(F)cc1)c1ccco1)Nc1nccs1 (configuration not stated)	-29	-7%	-25%	7%	-7%	40µM*
Cc1ccc(/C=C/S(=O)(=O)NCc2ccc(F)cc2)cc1	-33	0%	2%	-8%	-2%	0%
Cc1ccc(S(=O)(=O)NNC(=O)c2cnn(-c3ccccc3)c2C(F)(F)F)cc1	6	4%	-14%	5%	-4%	5%
CCCc1ccc(-c2cc(C(=O)N/N=C/c3ccc([N+](=O)[O-])o3)c3ccccc3n2)cc1	u	-15%	10µM*	0%	52%[activator]	-11%
O=C(CSCc1cccc(F)c1)NCc1ccccc1	63&44	6%	18%	3%&-4%	42%[activator]	-16%&-1%
COC(=O)Nc1ccc(OC)c(OC)c1	27	u	2%	-1%	1%	4%
Cc1ccc(S(=O)(=O)NCC2CCC(C(=O)NCc3cccnc3)CC2)cc1 (configuration not stated)	19	5%	-10%	3%	-6%	-2%
O=C(COC(=O)c1ccccc1)Nc1cccc(S(=O)(=O)N2CCOCC2)c1	6	2%	13%	2%	-14%	1%
CCn1c(=O)c(C(=O)CN(C)CC(=O)Nc2ccccc2Br)c(N)n(Cc2ccccc2)c1=O	-7	x	u	-20%	23%	5%
Cc1nc(-c2cccc(NS(C)(=O)=O)c2)cs1	31	1%	-7%	-8%	2%	1%
O=C1N=c2ccccc2=C1c1sc(Nc2cccc(O)c2)nc1O	-11	-2%	-5%	u	u	2%
CC(C)Oc1ccc(C(=O)NC2CCSc3ccccc32)cc1 (configuration not stated)	33	x	-22%	10%	0%	-27%

An unsorted share of the library; any-hit rate near 9.3%.
